High-throughput results (PubChem)
MMP13 inhibition: human MMP13 inhibition, fluorescence-interfering compounds – biochemical, possible fluorescent artifacts, delta fluorescence, confirmation (AID 734); inhibition, %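 (each compound tested at 4 µM nominal in triplicate)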; MMP13 fTHP FRET cleavage, delta fluorescence 4 h; stronger effect = higher value; 5,100 tested, under 10 active;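 active means inhibition above the mean inhibition over all tested compounds plus 3 SD, cut at about 75% in these data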;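 further: 0% = DMSO only wells and 100% = 8 µM reference MMP13 inhibitor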
* marks the source's active call; other numbers are inactive results; & = joins results of further samples.

MMP13 inhibition	canonical_smiles
5	Cc1cc(C)nc(Nc2nc(C)c3cc4c(cc3n2)OCO4)n1
-8	COCCNc1nc(-n2nc(C)cc2C)nc2sc3c(c12)CCCC3
-3	Cc1ncc(CO)c2cc(S(=O)(=O)c3ccc(F)cc3)c(=O)oc12
-1	COc1ccc2[nH]c(=O)c(CN(Cc3nnnn3Cc3ccc(F)cc3)CC3CCCO3)cc2c1 (stereo not given)
6	CC(C)Cc1[nH]c(=O)c(C#N)c2c1COC(C)(C)C2
5	C/C(=N\O)c1ccc2c3c([nH]c2c1)CCCC3
0	CCCN(CCC)CCCNC(=O)CS(=O)Cc1nc(-c2ccc(OC)c(OC)c2)oc1C (stereo not given)
37	O=c1c(O)c(-c2ccc3c(c2)OCO3)oc2ccccc12
2	O=C(CCN1C(=O)C2CC=CCC2C1=O)N1CCN(c2ccccn2)CC1 (stereo not given)
1	CCN1CCN(C(=O)c2cn(CCOC)c(=O)c3c2c2ccccc2n3C)CC1
3	COc1ccc(CN2CCNC(=O)C2CC(=O)O)cc1OC (stereo not given)
9	COc1ccc(-c2nc(CS(=O)CC(=O)N3CCCC3)c(C)o2)cc1 (stereo not given)
1	CCOC(=O)CSC1=Nc2ccccc2C2=NC(CC(=O)NCc3ccccc3)C(=O)N12 (stereo not given)
9	CCCCn1c(NC(=O)c2ccccc2Cl)c(C#N)c2nc3ccccc3nc21
4	Cc1cc(C)n2cc(CSC3=NCCS3)nc2n1
22	COC(=O)c1cc(-c2c(C)oc3cc(O)ccc3c2=O)c(C)o1
4	CCOC(=O)c1ccc(Nc2nc(C)cc(C)c2C#N)cc1
-5	COc1ccc(-n2nc3cc(C)c(NC(=O)CC(C)C)cc3n2)cc1
4	CCc1cc(C(=O)Cc2nc3ccccc3[nH]2)c(O)cc1O
2	CC1(C)Cc2c(sc3ncnc(N)c23)CO1
-11	CCOC(=O)c1cnc2cc3c(cn2c1=O)CCCC3
11	O=C(NCc1ccccc1)N(Cc1cc2cc3c(cc2[nH]c1=O)OCO3)CC1CCCO1 (stereo not given)
2	Cc1ccc(CNC(=O)c2cc3c(-c4ccc(Cl)cc4)nn(C)c3s2)o1
-2	CCCCN(CCCC)CCn1cnc2c([nH]c3ccc(OC)cc32)c1=O
-14	O=C1c2ccccc2C(=O)N1c1nc2nccc(-c3ccccc3)n2n1
-8	O=C(Cc1ccccc1)Nc1ccc2oc(-c3cccnc3)nc2c1
6	CCOC(=O)Cn1c(=O)oc2cc(S(=O)(=O)Nc3cccc(C)c3)ccc21
8	COc1ccc(-c2cc(C(=O)OCC(=O)N3CCCC3)c3ccccc3n2)cc1
-4	CC1=CC=CN2CC(O)CN=C12 (stereo not given)
0&4	CCCCOc1cc(C(=O)NCCN(CC)CC)c2ccccc2n1
11	CCn1nc(NC(=O)c2ccccn2)c2cc3cccc(C)c3nc21
6	CC(C)C(=O)Nc1nnc(-c2ccccc2)o1
-1	O=C(CCN1C(=O)C2C3C=CC(C3)C2C1=O)NCCN1CCCc2ccccc21 (stereo not given)
1	COCCNC(=O)c1snc2ccc(Cl)cc12
4	CC1(C)CC(=O)C(C=Nc2ccccc2C(=O)O)=C(O)C1
1	COc1ccc(C2=CC(c3ccc(Cl)cc3)n3cnnc3N2)cc1OC (stereo not given)
-7	COCCN(CCOC)Cc1c(O)ccc2c3c(c(=O)oc12)CCC3
-5	Cc1ccc(OCCNC(=O)c2ccccc2N)cc1
3	COc1ccc2[nH]c(=O)c(CN(CCO)C(=O)c3ccccc3F)cc2c1
3	CC(C)c1cc(NCCCN2CCOCC2)n2c(nc3ccccc32)c1C#N
7	CC1(C)NC(=O)N(CC(O)COc2ccccc2-c2ccccc2)C1=O (stereo not given)
0	CCOC(=O)c1cc2c(=O)n3ccccc3nc2n(CCOC)c1=NC(=O)c1ccncc1
-96	Cc1cccn2c(=O)c3cc(C#N)c(=O)n(CCCN4CCOCC4)c3nc12
6	CCc1nnc(NC(=O)CCC(=O)N2CCN(Cc3ccccc3)CC2)s1
-3	O=C(NCCO)c1c(O)c2cccc3c2n(c1=O)CC3
-4	COc1ccc(-c2cc3nc(C)cc(NCCO)n3n2)cc1
14	COc1ccc(C(=O)Nc2ccc3oc(-c4cccc(F)c4)nc3c2)cc1OC
3	CC1(C(=O)N(CC(=O)NC2CCCC2)Cc2ccco2)CC(=O)N=C2C=CC=CN21 (stereo not given)
5	COC(=O)c1ccccc1NC(=O)C1CC=CCC1C(=O)O (stereo not given)
0	Cc1ccc(N=c2oc3cc(O)ccc3cc2C(N)=O)cc1

Continued:
MMP13 inhibition	canonical_smiles
4	CCc1nc(N)c(C#N)c(-c2ccccc2OC)c1C
0	CCCCN1Cc2cc(C(=O)c3cc(F)ccc3O)cnc2NC1=O
2	CC1CCCCN1CCn1cnc2c([nH]c3ccccc32)c1=O (stereo not given)
5	CC(=O)N1c2ccccc2C(=O)C1N1CCCCC1 (stereo not given)
-17	COC(=O)c1ccc(-c2sc3nc(N4CCOCC4)c4c(c3c2N)CCCC4)o1
3	Cc1cc(C(F)(F)F)nn1CC(=O)Nc1cccnc1
-14	CCOC(=O)c1c(N)n(CCOC(=O)c2cccs2)c2nc3ccccc3nc12
1	COCCCNC(=O)c1c(N)n(/N=C/c2ccccn2)c2nc3ccccc3nc12
7	COC(=O)c1sc2ccccc2c1N
2	Clc1ccc(-n2ncc3c(NCCCn4ccnc4)ncnc32)cc1
4	CCC(c1nnnn1CCc1ccccc1)N(Cc1ccco1)Cc1cc2cc(C)cc(C)c2[nH]c1=O (stereo not given)
5	CN1CCc2nc(SCC(=O)Nc3ccc(Cl)cc3)c(C#N)cc2C1
0	CCCCNc1cc(C(=O)O)cc(S(N)(=O)=O)c1Oc1ccccc1
-10	Cc1nc2oc3c(NCC4CCCO4)ncnc3c2c2c1COC(C)(C)C2 (stereo not given)
1	O=C(CSc1nnnn1-c1ccccc1)Nc1nsc(-c2ccc(Cl)cc2)n1
7	COc1ccccc1-c1nc(C(N)=O)c2[nH]c(=O)n(-c3cccc(C)c3)c2n1
6	Cc1ccc(-c2nc(C#N)c(NCc3cccc4c3OCO4)o2)cc1
-8	COC(=O)c1sc2cnccc2c1N
-1	CCN(CC)CCCNC(=O)c1cc2c(=O)n(C)c3ccccc3c2n1C
3	NC(=O)c1c(C(F)(F)F)cc(-c2ccccc2)nc1NCCO
13	O=C(NC12CC3CC(CC(C3)C1)C2)c1cc2nc(-c3ccco3)cc(C(F)(F)F)n2n1
5	Cc1ccc(NCc2nnc(SCC(=O)NCCc3ccccc3)n2C)cc1
7	COCCn1cc(C(=O)N2CCN(C)CC2)c2c3ccccc3n(C)c2c1=O
6	CC12CCC(=O)N1c1c(sc3nc(N4CCOCC4)c4c(c13)CCCC4)C(=O)N2 (stereo not given)
1	CCOCCCn1cnc2c(c1=O)c1nc3ccccc3nc1n2-c1ccccc1
-100	CCc1cc(=O)oc2c(CN3CCCC3)c(O)c(Cl)cc12
-5	CCCC(=O)Nc1ccc(-c2nc3cc(C)ccc3o2)cc1
7	COc1ccc(Nc2oc(-c3cccs3)nc2C#N)cc1
-58	CCCCN(C(=O)NC(=O)C1=C(N2CCOCC2)/C(=C/c2ccccc2)CC1)S(C)(=O)=O
6	O=C(NCc1ccc(Cl)cc1)c1cc2c(nc3sccn32)s1
4	CC(=O)N(CC1CCCO1)c1nnc(-c2cnccn2)s1 (stereo not given)
7	NC(=O)CCS(=O)(=O)c1ccccc1
1	c1ccc(-c2[nH]ncc2-c2nc3ccccc3[nH]2)cc1
4	O=C(Nc1ccc(Cl)cc1)NC1CCCC1Cc1ccco1 (stereo not given)
-4	CCOC(=O)c1oc2nc(C(C)C)c3c(c2c1N)CC(C)(C)OC3
5	O=S(=O)(Cc1ccccc1Cl)Nc1ccccn1
-93	O=c1oc2c(CN3CCOCC3)c(O)c(Cl)cc2c2c1CCC2
-37	CN(C(=O)COc1ccccc1)c1nnc(-c2ccncc2)s1
27	Cc1oc2c(CN3CCCC3)c(O)ccc2c(=O)c1Oc1ccccc1Br
8	Cc1c(NC(=O)C(C)OC(=O)c2cc3c4ccccc4n(C)c3s2)c(=O)n(-c2ccccc2)n1C (stereo not given)
6	COCCCN1C(=O)C(O)=C(C(=O)c2ccco2)C1c1ccc(Br)cc1 (stereo not given)
3	Cc1ccccc1-c1nc2cc(N)ccc2o1
3	CCOC(=O)c1[nH]c2ccc(OC)cc2c1NC(=O)CCN1CCN(Cc2ccccc2)CC1
2	Cc1cccc(NS(=O)(=O)c2cccs2)n1
5	Cc1ccc2nc(NCCO)nc(-c3ccccc3)c2c1
-50	Cc1cccn2c(=O)c3cc(C#N)c(=NC(=O)c4ccncc4)n(CCCOC(C)C)c3nc12
5	CC(=O)N1CCc2cc(C(=O)CN3CCCCC3)ccc21
4	COCCn1nnnc1CN(CCc1ccc(OC)c(OC)c1)Cc1cc2ccc(C)cc2[nH]c1=O
3	COc1ccc(C(C)=O)cc1COC(=O)c1ccc(S(=O)(=O)N2CCOCC2)cc1
4	CC(SC1CCCC1)C(=O)NC(C)(C#N)C(C)C (stereo not given)

Given with bars between the fields: part of the list above.
SMILES | MMP13 inhibition
Cc1ccc(-c2nc(C#N)c(NCc3cccc4c3OCO4)o2)cc1 | 6
COC(=O)c1sc2cnccc2c1N | -8
CCN(CC)CCCNC(=O)c1cc2c(=O)n(C)c3ccccc3c2n1C | -1
NC(=O)c1c(C(F)(F)F)cc(-c2ccccc2)nc1NCCO | 3
O=C(NC12CC3CC(CC(C3)C1)C2)c1cc2nc(-c3ccco3)cc(C(F)(F)F)n2n1 | 13
Cc1ccc(NCc2nnc(SCC(=O)NCCc3ccccc3)n2C)cc1 | 5
COCCn1cc(C(=O)N2CCN(C)CC2)c2c3ccccc3n(C)c2c1=O | 7
CC12CCC(=O)N1c1c(sc3nc(N4CCOCC4)c4c(c13)CCCC4)C(=O)N2 (stereo not given) | 6
CCOCCCn1cnc2c(c1=O)c1nc3ccccc3nc1n2-c1ccccc1 | 1
CCc1cc(=O)oc2c(CN3CCCC3)c(O)c(Cl)cc12 | -100
CCCC(=O)Nc1ccc(-c2nc3cc(C)ccc3o2)cc1 | -5
COc1ccc(Nc2oc(-c3cccs3)nc2C#N)cc1 | 7
CCCCN(C(=O)NC(=O)C1=C(N2CCOCC2)/C(=C/c2ccccc2)CC1)S(C)(=O)=O | -58
O=C(NCc1ccc(Cl)cc1)c1cc2c(nc3sccn32)s1 | 6
CC(=O)N(CC1CCCO1)c1nnc(-c2cnccn2)s1 (stereo not given) | 4
NC(=O)CCS(=O)(=O)c1ccccc1 | 7
c1ccc(-c2[nH]ncc2-c2nc3ccccc3[nH]2)cc1 | 1
O=C(Nc1ccc(Cl)cc1)NC1CCCC1Cc1ccco1 (stereo not given) | 4
CCOC(=O)c1oc2nc(C(C)C)c3c(c2c1N)CC(C)(C)OC3 | -4
O=S(=O)(Cc1ccccc1Cl)Nc1ccccn1 | 5
O=c1oc2c(CN3CCOCC3)c(O)c(Cl)cc2c2c1CCC2 | -93
CN(C(=O)COc1ccccc1)c1nnc(-c2ccncc2)s1 | -37
Cc1oc2c(CN3CCCC3)c(O)ccc2c(=O)c1Oc1ccccc1Br | 27
Cc1c(NC(=O)C(C)OC(=O)c2cc3c4ccccc4n(C)c3s2)c(=O)n(-c2ccccc2)n1C (stereo not given) | 8
COCCCN1C(=O)C(O)=C(C(=O)c2ccco2)C1c1ccc(Br)cc1 (stereo not given) | 6
Cc1ccccc1-c1nc2cc(N)ccc2o1 | 3
CCOC(=O)c1[nH]c2ccc(OC)cc2c1NC(=O)CCN1CCN(Cc2ccccc2)CC1 | 3
Cc1cccc(NS(=O)(=O)c2cccs2)n1 | 2
Cc1ccc2nc(NCCO)nc(-c3ccccc3)c2c1 | 5
Cc1cccn2c(=O)c3cc(C#N)c(=NC(=O)c4ccncc4)n(CCCOC(C)C)c3nc12 | -50
CC(=O)N1CCc2cc(C(=O)CN3CCCCC3)ccc21 | 5

Three entries from above, ordered by the number in MMP13 inhibition, falling:
smiles,MMP13 inhibition
CC(=O)N1CCc2cc(C(=O)CN3CCCCC3)ccc21,5
CC(SC1CCCC1)C(=O)NC(C)(C#N)C(C)C (stereo not given),4
COc1ccc(C(C)=O)cc1COC(=O)c1ccc(S(=O)(=O)N2CCOCC2)cc1,3

Remaining list, next part.
MMP13 inhibition	canonical_smiles
7	Cc1cccc(S(=O)(=O)c2c(N)n(/N=C/c3ccco3)c3nc4ccccc4nc23)c1
-2	Cc1cc(C(=O)N2CCN(c3ccccn3)CC2)c(C)o1
11	CCOC(=O)CC1C(=O)NCCN1C(=O)c1cc2c(=O)n3ccccc3nc2s1 (stereo not given)
-1	COc1ccc2c(C)nc(Nc3nc(C)cc(C)n3)nc2c1
-7	Nc1c2c(nc3ccn(Cc4ccccc4)c(=O)c13)CCC2
4	Cc1cc(=O)n2[nH]c(-c3ccc(Cl)cc3)cc2n1
8	Cc1cc(C)n2c(Br)c(CSc3nc4ccccc4o3)nc2n1

The list is partial (hit frequency here may not be typical).
